Screening results (PubChem BioAssay)
IDE cell inh = inhibits human insulin-degrading enzyme in HEK cells; P14735; FAbetaB cleavage, fluorescence polarization; inhibition, % at 5.59 µM; 320,000 compounds, 0.41% hits;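 active = percent inhibition above the average of all tested compounds plus 3 SD, set per screening campaign, cut at about 16% in these data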;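 note: IDE supplied by intact live HEK cells; FP after avidin binding of uncleaved biotin substrate so inhibition keeps polarization high; 0% = DMSO wells and 100% = 60 µM reference IDE inhibitor Ii1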
Target sequence (P14735 whole entry, looked up): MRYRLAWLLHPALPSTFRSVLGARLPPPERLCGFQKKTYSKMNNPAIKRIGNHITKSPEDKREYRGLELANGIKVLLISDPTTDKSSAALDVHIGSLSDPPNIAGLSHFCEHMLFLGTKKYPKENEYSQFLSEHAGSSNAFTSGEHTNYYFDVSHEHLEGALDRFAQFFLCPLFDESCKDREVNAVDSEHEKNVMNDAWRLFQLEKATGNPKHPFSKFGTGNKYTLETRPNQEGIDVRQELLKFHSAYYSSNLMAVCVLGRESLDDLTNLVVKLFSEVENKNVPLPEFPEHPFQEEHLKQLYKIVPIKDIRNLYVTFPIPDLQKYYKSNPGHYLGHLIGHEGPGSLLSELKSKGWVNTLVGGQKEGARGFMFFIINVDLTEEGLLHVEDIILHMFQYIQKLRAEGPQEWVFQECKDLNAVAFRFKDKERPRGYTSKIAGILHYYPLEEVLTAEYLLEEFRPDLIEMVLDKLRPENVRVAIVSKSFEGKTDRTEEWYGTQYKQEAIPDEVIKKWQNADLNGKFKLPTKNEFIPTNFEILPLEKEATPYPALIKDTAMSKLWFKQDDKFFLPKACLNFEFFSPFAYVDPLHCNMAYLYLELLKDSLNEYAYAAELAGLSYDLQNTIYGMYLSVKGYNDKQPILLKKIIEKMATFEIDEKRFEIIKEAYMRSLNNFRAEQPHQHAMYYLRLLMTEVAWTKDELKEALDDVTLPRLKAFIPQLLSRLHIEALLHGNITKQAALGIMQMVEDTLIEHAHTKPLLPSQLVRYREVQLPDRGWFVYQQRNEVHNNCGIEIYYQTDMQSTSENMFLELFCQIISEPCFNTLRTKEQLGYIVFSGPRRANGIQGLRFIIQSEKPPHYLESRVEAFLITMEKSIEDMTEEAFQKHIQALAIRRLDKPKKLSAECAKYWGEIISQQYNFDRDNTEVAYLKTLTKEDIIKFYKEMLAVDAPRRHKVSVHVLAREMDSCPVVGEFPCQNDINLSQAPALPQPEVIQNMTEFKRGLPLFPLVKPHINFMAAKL
MEKK2wt PB1 HTS = raises or lowers MEK5 binding to wildtype human MEKK2 PB1 domain; 290,000 compounds, 1.1% hits; bead flow cytometry, Alexa488-MEK5 binding to MEKK2 WT; actives lie on both sides; binding response (% of control), % at 10 µM; in the data active = binding response below about 67% or above about 130%
p-CIP stab down = p/CIP protein destabilization; F442A p/CIP-EGFP cells, EGFP fluorescence, 16 h; AID 1984; 290,000 compounds, 0.01% hits; Q05BA5; decrease of EGFP signal, % at 10 µM;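 active = EGFP signal decrease of at least 30% at 10 µM or well 3 SD below plate mean, unless failing retest; inactive = the rest, including hits failing retest or dose response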; note: some compounds called inactive have numbers as strong as hits; many of its hits are not listed in these tables
SUMO HTRF inh = SUMOylation inhibition; P63279; HTRF SUMOylation assay, SAE1/SAE2 + UBC9, in vitro; inhibition, % at 35 µM; 290,000 compounds, 0.36% hits; AID 2006; in the data active = inhibition above about 50%, passing the limit was not always enough; note: strong numbers were not always called active
PfM18AAP inh = PfM18AAP enzyme inhibition; AID 1822; recombinant PfM18AAP, H-Glu-NHMec fluorogenic cleavage; 290,000 compounds, 1.2% hits; inhibition, % at 7.35 µM;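 active = inhibition above the campaign mean inhibition over all tested compounds plus 3 SD, cut at about 28% in these data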;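 note: 0% = plate median of test compound wells and 100% = 2 mM ZnCl2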
NALP1 yeast inh = blocks the NALP1 inflammasome reconstituted in yeast; inhibition, % at 10 µM; 280,000 compounds, 0.61% hits; S. cerevisiae NALP1/ASC/caspase-1 growth, X-gal OD620, 72 h; AID 2071; in the data active = inhibition mostly above about 24%, no sharp cut-off; inactive = mostly below about 32%; note: some compounds called inactive have numbers as strong as hits
IDE act = IDE (human) activation, cell-based; activation, % at 5.96 µM; 340,000 compounds, 0.073% hits; HEK cells, FAbeta-B cleavage, fluorescence polarization; 0% vehicle, 100% cell-free pure enzyme wells; P14735;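 active = activation above the mean of all tested compounds plus 3 SD, set per screening campaign, cut at about 17% in these data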
MEKK2 mut-MEK5 = signal of MEK5 binding to mutant human MEKK2 PB1 domain; bead flow cytometry, Alexa488-MEK5 binding to MEKK2 mutant; percent response, % at 10 µM; 290,000 compounds, 0.35% hits; AID 1530; in the data active = percent response above about 24%, passing the limit was not always enough; note: inactives centre near 1; some results filed as inactive read as strong as hits; reference of the scale not given here
MEKK3 PB1 HTS = modulators (inhibitors or enhancers) of MEK5 binding to human MEKK3 PB1 domain. Q99759. bead-based flow cytometry, Alexa488-MEK5 binding to MEKK3; actives lie on both sides; 0 = blocked by unlabeled MEK5, 100 = vehicle. binding response (% of control), % at 10 µM. 290,000 compounds, 1.4% hits. AID 1529;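 active = binding response more than 3 SD above or below the average of its plate-row segment, actives on both sides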;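 note: Alexa488 bead fluorescence after subtracting the streptavidin-only scavenger bead signal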
Active calls of the source: *; · = not tested or not shown. Only part of the results is shown; rates above refer to the full screens.

Molecule	IDE cell inh	MEKK2wt PB1 HTS	p-CIP stab down	SUMO HTRF inh	PfM18AAP inh	NALP1 yeast inh	IDE act	MEKK2 mut-MEK5	MEKK3 PB1 HTS
O=C(Nc1ccccc1)c1sccc1Oc1ccc([N+](=O)[O-])cc1F	-2	74	8	-25	2	12	-3	-15	82
COc1ccccc1N(C(=O)c1snc(C(N)=O)c1N)C(C(=O)NCc1ccccc1)c1ccc(O)cc1 (stereo unspecified)	·	96	-12	4	-2	4	-2	2	101
CCCCCOP(=O)(OCCCCC)C1(NS(=O)(=O)c2ccccc2)C=CC(=O)c2ccccc21 (stereo unspecified)	6	93	-12	-18	-6	-10	4	5	99
C=CCNC(=S)Nc1nc2c(cc1C(=O)OCC)COC(C)(C)C2	1	102	-8	19	-1	-4	-2	6	101
CCN(CC1COc2ccccc2O1)S(=O)(=O)c1ccc(C)cc1 (stereo unspecified)	-7	102	-1	-14	-11	52	5	0	105
COc1ccc(-c2cnc3n2CCCCC3)cc1	10	102	-16	14	2	·	2	5	98
COc1ccc(-c2cc(COc3ccccc3)on2)cc1	-3	104	-6	0	0	2	9	-3	109
Cc1ccsc1C(=O)NCc1ccccc1Cl	2	100	-20	8	9	7	5	0	99
CCSc1nc2nn(-c3ccccc3)c(=O)c-2c2n1CCCCC2	-2	100	-12	11	-1	15	6	1	105
O=C(CN(Cc1ccco1)C(=O)CCC(=O)Nc1nccs1)NCc1ccccc1	9	98	-4	-41	-1	3	8	18	108
CCN1CCN(c2nc(N)c([N+](=O)[O-])c(Nc3ccc(C)cc3)n2)CC1	9	111	3	-6	-8	29	1	-1	100
COC(=O)CN(c1ccc(C)cc1)S(=O)(=O)c1ccc2c(c1)n(C)c(=O)c(=O)n2C	-3	102	1	20	0	6	-3	2	97
CCCCCCNc1c(C(=O)OCC)c(=O)[nH]c2ccccc12	3	104	2	-4	-6	7	-2	2	104
COc1ccccc1NC(=O)CN1CCN(CC(=O)Nc2ccc3c(c2)OCCO3)CC1	2	112	4	-7	-2	10	3	24*	106
Cc1ccc(C2C3=C(CCCC3=O)Nc3c2c(C)nn3-c2ccccn2)o1 (stereo unspecified)	3	95	11	15	-1	-2	·	-3	99
CCN(CC)CCCN(Cc1cc2cc3c(cc2[nH]c1=O)OCO3)C(=S)Nc1ccccc1	6	97	-11	25	-1	3	4	-9	101
CC(=O)Nc1ccc(NC(=O)C(C)N(C)CC(=O)Nc2ccccc2Br)cc1 (stereo unspecified)	·	97	-2	6	6	-7	1	-1	95
COc1ccc(CN2CCN(Cc3ccc4ccccc4c3)CC2)cc1OC	0	117	-13	10	4	26	4	14	107
Cc1ccc2c(c1)N(CC(=O)NC1CCCCC1C)C(=O)CO2 (stereo unspecified)	9	96	-4	14	-11	5	3	0	99
CC(C)(C)CN1CCN(Cc2c[nH]c3ccccc23)CC1CCO (stereo unspecified)	·	99	-1	10	1	-20	-3	7	98

(listing goes on)
Molecule	IDE cell inh	MEKK2wt PB1 HTS	p-CIP stab down	SUMO HTRF inh	PfM18AAP inh	NALP1 yeast inh	IDE act	MEKK2 mut-MEK5	MEKK3 PB1 HTS
CC(C)CCN1CCN(Cc2cccn2-c2cccnc2)CC1CCO (stereo unspecified)	3	95	-1	8	0	0	-3	-5	101
CCN(CC)C(=O)/C(=C\c1cccc([N+](=O)[O-])c1)NC(=O)c1ccco1	3	102	3	10	-14	27	2	-1	98
COc1ccc(CN2C(=O)c3cccnc3C2Nc2cc(Cl)ccc2OC)cc1 (stereo unspecified)	2	107	-7	32	16	37	4	9	102
CCOc1ccccc1NC(=O)Cn1c(=O)oc2ccccc21	-4	94	-12	-2	5	18	4	-8	99
Cc1ccccc1CCNC(=O)CCn1nc(C)c2c(C)n(-c3ccccc3)nc2c1=O	2	104	-2	8	1	-1	3	2	102
O=C(O)CCC(=O)NC1CCCCCCC1	-2	101	-1	4	1	6	7	0	99
Cc1nn(CCOc2ccccc2)c(=O)n1-c1ccccc1	4	98	-4	13	2	-3	7	0	104
Cc1ccc2c(c1)c1c3n2CCN(C(=O)CCl)C3CCC1 (stereo unspecified)	8	96	-2	0	3	-1	0	4	99
Cc1ccc(NC(=O)CSc2nc3ncc(Cl)cc3[nH]2)c(C)c1	-2	105	-3	1	-2	5	1	3	103
Cc1ccc(NC(=O)CSc2ccc(C(N)=O)cc2[N+](=O)[O-])cc1	-1	112	-6	2	-7	20	0	37	112
Cc1cccc(-n2ncc3c(NCCN4CCOCC4)ncnc32)c1	-2	105	2	13	1	2	-3	13	107
Cc1cc(/C=C2/NC(=O)NC2=O)c(C)n1-c1sc2c(c1C#N)CCCC2	4	98	-17	-12	1	2	3	4	99
CCOC(=O)CSc1nc2ccccc2c(=O)n1NC(=O)c1ccccc1	-3	98	-25	30	-11	8	8	-3	99
CNc1nc(C)c(C#N)cc1C(C)=O	-1	101	3	2	0	-3	2	-3	94
CCOC(=O)c1c(C(=O)OCC)c(C)n(CCc2ccc(OC)c(OC)c2)c1C	0	100	-13	-3	0	38	5	-1	97
CC1(C)Cc2ccccc2-c2nnc(-c3ccc4ccccc4n3)n21	3	100	13	3	-14	-5	4	1	99
C=CCNC(=O)NC(=O)Cn1c(=O)c2c(ncn2CC)n(Cc2ccccc2)c1=O	7	100	-5	6	3	-1	2	3	99
CCOC(=O)CN1C(=O)C(=O)N(Cc2cccc(C)c2)C1=O	3	100	-19	14	0	9	5	3	102
O=C(O)CCC(NC(=S)Nc1ccccc1)C(=O)O (stereo unspecified)	0	99	-12	9	2	26	0	1	98
COc1ccc(Cl)cc1-n1c(=S)sc2c(=O)[nH]c(SCC(=O)NCC3CCCO3)nc21 (stereo unspecified)	-4	99	-3	6	4	-25	3	7	101

Next section.
Molecule	IDE cell inh	MEKK2wt PB1 HTS	p-CIP stab down	SUMO HTRF inh	PfM18AAP inh	NALP1 yeast inh	IDE act	MEKK2 mut-MEK5	MEKK3 PB1 HTS
C=CCNC(=S)N/N=C/c1cccc([N+](=O)[O-])c1	-7	99	4	12	6	-10	8	-1	98
CCc1cc(C(=O)O)c(NC(=O)/C=C/c2ccc(OC)c(OC)c2)s1	-7	104	-16	27	4	-1	4	2	104
O=C(COc1ccccc1Cl)Nc1ccccc1C(=O)N1CCCCC1	3	110	-9	4	2	12	1	5	106
CCOC(=O)CNc1nc(Oc2ccc(=O)n(C)n2)nc(N(CC)CC)n1	-3	94	-4	9	-1	11	5	-2	92
CCOC(=O)C(C)Sc1nnc(CNC(=O)c2ccc(OC)cc2)n1C1CCCCC1 (stereo unspecified)	6	96	-19	20	2	0	2	0	103
Cc1ccc(C(=O)C2CCNCC2)cc1	1	106	-28	18	10	26	5	5	102
FC(F)(F)c1nnc2ccc(NCn3nnc4ccccc43)nn12	0	99	2	24	2	28	0	0	93
Cc1ccc(/C=C2\SC(=S)N(Cc3ccccc3)C2=O)o1	1	74	-17	23	5	6	-2	-21	91
CCOC(=O)N1CCN(S(=O)(=O)c2cccc3cccnc23)CC1	2	100	-4	3	1	-3	2	-6	96
COc1cccc(/C=N/NC(=O)CNC(=O)c2ccc3c(c2)OCCO3)c1O	-6	111	9	10	8	9	0	16	109
OCC[C@@H]1C[C@H](O)[C@@H](O)[C@@]2(CCc3ccccc3O2)O1	0	98	1	6	0	15	6	-4	103
COC(=O)c1ccccc1NC(=O)Cc1nc(-c2ccccc2)sc1-c1ccc(C)cc1	-2	98	-9	-75	0	25	3	1	107

Three structures already listed, ordered by formula weight, lowest first.
Molecule	IDE cell inh	MEKK2wt PB1 HTS	p-CIP stab down	SUMO HTRF inh	PfM18AAP inh	NALP1 yeast inh	IDE act	MEKK2 mut-MEK5	MEKK3 PB1 HTS
C=CCNC(=S)N/N=C/c1cccc([N+](=O)[O-])c1	-7	99	4	12	6	-10	8	-1	98
OCC[C@@H]1C[C@H](O)[C@@H](O)[C@@]2(CCc3ccccc3O2)O1	0	98	1	6	0	15	6	-4	103
O=C(COc1ccccc1Cl)Nc1ccccc1C(=O)N1CCCCC1	3	110	-9	4	2	12	1	5	106

In the list so far, these contain a Cl atom:
Molecule	IDE cell inh	MEKK2wt PB1 HTS	p-CIP stab down	SUMO HTRF inh	PfM18AAP inh	NALP1 yeast inh	IDE act	MEKK2 mut-MEK5	MEKK3 PB1 HTS
Cc1ccsc1C(=O)NCc1ccccc1Cl	2	100	-20	8	9	7	5	0	99
COc1ccc(CN2C(=O)c3cccnc3C2Nc2cc(Cl)ccc2OC)cc1 (stereo unspecified)	2	107	-7	32	16	37	4	9	102
Cc1ccc2c(c1)c1c3n2CCN(C(=O)CCl)C3CCC1 (stereo unspecified)	8	96	-2	0	3	-1	0	4	99
Cc1ccc(NC(=O)CSc2nc3ncc(Cl)cc3[nH]2)c(C)c1	-2	105	-3	1	-2	5	1	3	103
COc1ccc(Cl)cc1-n1c(=S)sc2c(=O)[nH]c(SCC(=O)NCC3CCCO3)nc21 (stereo unspecified)	-4	99	-3	6	4	-25	3	7	101
O=C(COc1ccccc1Cl)Nc1ccccc1C(=O)N1CCCCC1	3	110	-9	4	2	12	1	5	106
